Bioassay records deposited in PubChem by several laboratories.
MCL1 BIM primary: disrupts human MCL1 binding to BIM-BH3 peptide; hit rate 0.68% among 320,000; Q07820; GST-MCL1 / FITC-Bim-BH3 fluorescence polarization; inhibition, % at 10.9 µM;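 active means inhibition above the mean inhibition of all tested compounds plus 3 SD, set per campaign, cut at about 40% in these data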;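 further: 0% = DMSO wells and 100% = unlabeled Bim-BH3 peptide control; higher means more loss of mP so more displacement of Bim peptide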
Target sequence (Q07820 whole entry, looked up): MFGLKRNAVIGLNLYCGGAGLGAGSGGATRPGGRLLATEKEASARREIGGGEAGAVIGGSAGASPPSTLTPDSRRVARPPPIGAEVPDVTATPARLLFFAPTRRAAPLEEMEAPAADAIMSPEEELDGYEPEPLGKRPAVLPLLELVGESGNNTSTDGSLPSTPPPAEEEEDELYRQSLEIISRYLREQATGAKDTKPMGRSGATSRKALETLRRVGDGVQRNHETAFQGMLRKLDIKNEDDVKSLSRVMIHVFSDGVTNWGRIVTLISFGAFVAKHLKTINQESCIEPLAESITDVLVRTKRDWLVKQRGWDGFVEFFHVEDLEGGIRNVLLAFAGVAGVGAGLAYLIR
MEX-5 binding: C. elegans MEX-5 TCR-2 RNA binding activity. Q9XUB2. MEX-5/FITC-TCR2 RNA binding, fluorescence polarization; active compounds read low. activity score (negative = inhibition of binding), % at 10 µM. hit rate 0.38% among 300,000;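 active means inhibition past about -25% in most replicates, and total fluorescence under double the plate's negative control median, limit read from the data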;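 further: 0% = DMSO and -100% = 5 µM competing unlabeled TCR2 RNA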
EBNA-1 inh: blocks EBNA-1 binding to DNA. AID 1950. hit rate 0.34% among 300,000. EBNA-1 DNA binding, fluorescence polarization. inhibition, % at 14.8 µM; in the data active means inhibition above about 28%
Fam108B counter: counter-screen for RBBP9 inhibitors: inhibitors of mouse Fam108B. recombinant Fam108B, FP-Rh probe fluorescence polarization. hit rate 0.33% among 300,000. inhibition, % at 9.51 µM;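 active means inhibition above the screen mean inhibition plus 3 SD, computed separately per campaign, cut at about 18% in these data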;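 further: inhibitors lower polarization as less probe binds the enzyme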
Efflux pump mplx: blocks antifungal efflux pumps in multiplex yeast assay; S. cerevisiae Candida pump triplex, Nile Red efflux; inhibition, % at 10 µM; hit rate 0.44% among 330,000;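 active means plate passing quality check with inhibition over a set limit, or well fluorescence over plate mean plus 4 SD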;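 further: Nile Red retained in pooled yeast measured as flow cytometry median fluorescence; 0% = buffer negative control and 100% = Enniatin B positive control; higher means more Nile Red kept so more efflux inhibition; some compounds called inactive have numbers as strong as hits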
ZTA DNA inh: ZTA (EBV) inhibition in EBNA-1 counter-screen | inhibition, % at 11 µM | hit rate 0.15% among 320,000 | ZTA-DNA binding, fluorescence polarization | P03206; in the data active means inhibition above about 33%
Target sequence (P03206 whole entry, looked up): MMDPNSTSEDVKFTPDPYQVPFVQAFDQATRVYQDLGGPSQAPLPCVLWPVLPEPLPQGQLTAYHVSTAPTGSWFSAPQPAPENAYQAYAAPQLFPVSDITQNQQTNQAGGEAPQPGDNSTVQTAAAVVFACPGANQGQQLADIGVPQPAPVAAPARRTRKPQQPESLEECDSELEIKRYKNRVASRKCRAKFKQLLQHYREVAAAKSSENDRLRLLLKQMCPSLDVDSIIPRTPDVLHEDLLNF
Yeast superoxide: yeast age-related superoxide inhibition as caloric restriction mimetic; superoxide response (% of plate mean), % at 10 µM; S. cerevisiae aged cells, superoxide DHE fluorescence; active compounds read low; AID 2690; hit rate 0.18% among 330,000;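 active means superoxide response under a set limit, about three screen SD below normal, cut at about 65% in these data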;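 further: yeast aged for seven days with compound at 30 °C before DHE staining; 100% = average MFI of all compound-treated wells on the plate with controls excluded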
GLD-1 RNA inh: GLD-1-TGE RNA interaction inhibition (C. elegans) | Q17339 | hit rate 0.44% among 320,000 | purified GLD-1 + fluorescein TGE RNA, fluorescence polarization | inhibition, % at 5.96 µM;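 active means percent inhibition above a per-plate cutoff, the plate mean of test compounds plus 3 SD, cut at about 30% in these data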;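 further: 0% = DMSO wells with GLD-1 and probe and 100% = wells lacking GLD-1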
BCLXL inh: inhibitors of human Bcl-xL | Q07817 | GST-Bcl-xL / FITC-Bim BH3 peptide fluorescence polarization | inhibition, % at 10.9 µM | hit rate 0.7% among 320,000;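 active means inhibition above the mean of all tested compounds plus 3 SD, cutoff set per campaign, cut at about 30% in these data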;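 further: 0% = DMSO wells and 100% = unlabeled Bim-BH3 peptide competitor; inhibitors lower millipolarization by displacing the labeled peptide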
Target sequence (Q07817 whole entry, looked up): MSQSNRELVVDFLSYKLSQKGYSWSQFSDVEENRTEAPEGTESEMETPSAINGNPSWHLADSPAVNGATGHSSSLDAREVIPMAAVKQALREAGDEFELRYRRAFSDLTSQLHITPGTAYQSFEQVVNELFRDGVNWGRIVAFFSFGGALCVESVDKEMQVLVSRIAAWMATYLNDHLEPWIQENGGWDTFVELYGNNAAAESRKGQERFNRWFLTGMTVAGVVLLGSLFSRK
An asterisk follows results filed as active; nt = not tested or not shown.

smiles	MCL1 BIM primary	MEX-5 binding	EBNA-1 inh	Fam108B counter	Efflux pump mplx	ZTA DNA inh	Yeast superoxide	GLD-1 RNA inh	BCLXL inh
CCCc1cc(=O)n2[nH]c(NCc3ccccc3Cl)nc2n1	0	-3.1	-1	3	0.0	-15	105	1	3
O=C(O)c1c(-c2ccccc2)nnc2ccccc12	6	0.3	-5	10	0.0	-3	115	8	8
COc1ccc(NC(=O)C2CC(c3ccccc3Cl)=NO2)cc1 (stereo not given)	7	1.0	-2	-3	-0.1	-13	104	-2	6
CC(C)[C@H](NC(=O)N1CCn2c1nc1ccccc12)C(=O)N1CCCCC1	6	-2.2	-13	1	0.1	6	95	-9	4
O=S1(=O)Cc2cc3ccccc3cc2C1	-2	-1.2	2	-3	-0.1	-24	91	12	3
C=C(C)C1Cc2c(C)nn(-c3cccc4cccnc34)c2C1 (stereo not given)	6	1.1	8	3	0.0	-2	84	-1	6
CC(C)Cc1cc(C(=O)N2N=C(C(F)F)CC2(O)C(F)F)c2ccccc2n1 (stereo not given)	4	1.3	2	5	-0.1	0	77	2	3
Cc1cc(C)[n+](-c2ccc(F)cc2)c2[nH]c(=O)[nH]c(=O)c12	-5	0.2	6	2	0.0	1	102	9	3
O=C(O)C1=C[C@H](c2ccc(Br)cc2)C[C@H](OCc2ccc(CO)cc2)O1	7	3.1	-6	-2	nt	-20	nt	-7	5
N#CC1(NC(=O)CN2CCc3ccccc3C2)CCCC1	6	nt	-2	-5	0.0	5	84	5	9
COc1ccc2nc(NC(=O)Nc3cccc4ccccc34)sc2c1	-3	1.5	-5	-3	-0.1	0	115	-4	5
CCOCCn1c(=O)c2c(nc3n2CCCN3CCc2ccccc2)n(C)c1=O	-6	-1.5	-12	-3	0.2	-7	98	-8	1
Cc1cccc(C(=O)NCCN2CCOCC2)c1[N+](=O)[O-]	4	1.4	-9	-2	-4.6	-2	110	3	5
O=C(Nc1c2c(nn1-c1ccc(F)cc1)CS(=O)C2)c1ccc(S(=O)(=O)N2CCOCC2)cc1 (stereo not given)	0	-1.4	4	-5	0.1	8	106	-7	-4
COC(=O)c1ccc(COc2ccc3c(C)c(C)c(=O)oc3c2)o1	-12	-0.6	0	7	-0.1	-10	118	8	-6
CC(C)c1nnc(NC(=O)CCC(=O)Nc2ccc(F)cc2)s1	4	0.3	10	-7	0.1	-5	95	1	0
COC(=O)Nc1nc(C)c(C(=O)c2ccccc2)s1	10	0.2	3	4	-0.2	-26	92	1	5
Cc1cc(C(=O)NN=C2CCCCCCC2)c2ccccc2n1	0	-1.9	1	7	-0.1	10	95	1	-2
CSCCC(NC(=O)c1ccco1)C(=O)OCc1cc([N+](=O)[O-])cc2c1OCOC2 (stereo not given)	4	-0.3	7	-1	-0.1	4	111	1	2
CCOc1ccc(NC(=O)CN(C)C(=O)/C=C/c2ccc(S(=O)(=O)N3CCCCCC3)cc2)cc1OCC	-2	-2.4	33*	-2	-0.1	-1	102	0	-3
N=C1C(c2nc3ccccc3s2)=C(O)CN1NC(=O)c1ccccc1[N+](=O)[O-]	4	0.5	5	-3	-0.1	-1	105	-4	1
CCC(C(=O)OCC(=O)Nc1c(C)nn(-c2ccccc2)c1C)c1ccccc1 (stereo not given)	-15	1.0	-19	-5	0.1	-14	123	6	-14
O=C(NCc1ccccn1)C1CCN(S(=O)(=O)c2ccccc2F)CC1	9	nt	nt	nt	0.1	-17	101	4	3
CC(=O)C[C@H](O)CC(=O)[C@@H]1OC(=O)CCCCCCc2ccccc21	5	nt	nt	nt	0.0	1	104	3	1
CC1=C([N+](=O)[O-])C(c2ccccc2)C2=C(N1)c1ccccc1C2=O (stereo not given)	9	-2.4	-1	11	-0.1	9	119	6	13
COc1ccc(NC(=O)/C=C/c2cc(OC)c(OC)c(OC)c2)cn1	-1	nt	-9	-7	0.2	-5	98	-2	-4
CC(C)=CC[N+]1(C)CCCCC1	12	-0.3	-6	-4	0.0	-3	100	-3	1
CCCCCCCCNC(=O)C(CCC(=O)OCc1ccccc1)NC(C)=O (stereo not given)	-2	-2.2	-5	-2	0.0	-7	105	-4	-1
O=C1Nc2ccc([N+](=O)[O-])cc2OC1CCN1CCN(Cc2ccccc2)CC1 (stereo not given)	7	-1.2	-1	-1	0.2	-2	105	4	5
Cc1cccc(C(=O)OC2CCOC2=O)c1C (stereo not given)	-1	-0.2	-4	6	0.1	-1	116	-4	0

The closing two records of the part above are carried over, then new ones follow.
smiles	MCL1 BIM primary	MEX-5 binding	EBNA-1 inh	Fam108B counter	Efflux pump mplx	ZTA DNA inh	Yeast superoxide	GLD-1 RNA inh	BCLXL inh
O=C1Nc2ccc([N+](=O)[O-])cc2OC1CCN1CCN(Cc2ccccc2)CC1 (stereo not given)	7	-1.2	-1	-1	0.2	-2	105	4	5
Cc1cccc(C(=O)OC2CCOC2=O)c1C (stereo not given)	-1	-0.2	-4	6	0.1	-1	116	-4	0
Cc1ccc(NC(=O)CN(C)CCOc2ccccc2)c([N+](=O)[O-])c1	1	-1.8	7	2	-0.3	-3	98	6	7
Cc1nc2scc(C)n2c(=O)c1S(=O)(=O)Nc1ccc(F)cc1	-4	1.2	-9	0	0.3	-8	90	3	3
Cc1c([N+](=O)[O-])nnn1-c1cc(Cl)cc(Cl)c1	-1	3.1	5	0	0.0	-2	104	-7	4
Oc1ccc(O)cc1	7	-1.0	7	-4	0.0	6	101	3	7
CC(=O)c1ccc(NC(=O)CSc2ccc(-c3ccc4c(c3)OCO4)nn2)cc1	-14	-1.5	5	-3	0.0	9	85	-1	-4
CC(C)CC(C(=O)Nn1cnnc1)N1C(=O)c2ccccc2C1=O (stereo not given)	5	-5.2	-8	-11	0.0	8	105	4	-3
Cc1ccc(CC(=O)NC2CCN(C)CC2)cc1	9	-3.9	-4	4	0.0	3	90	0	2
COc1ccccc1NC(=O)C1CCCN(S(=O)(=O)c2ccc3c(c2)CC(C)N3C(C)=O)C1 (stereo not given)	-2	2.2	-2	2	0.0	-10	100	8	7
CC(C)NC(=O)CCn1ccc2cc(S(=O)(=O)N3CCCC3)ccc21	4	-0.4	-10	1	0.1	-12	110	0	11
CCOC(=O)c1[nH]cnc1C(=O)Nc1ccncc1	1	6.9	1	0	-0.1	1	77	6	-2
CCCC1(C)Nc2ccccc2-c2nc3ccccc3n21 (stereo not given)	5	2.0	-1	-1	0.0	-9	88	7	2
CCOC(=O)C1CCCN(C(=O)COC(=O)c2cc(=O)c3ccccc3o2)C1 (stereo not given)	10	0.1	7	-2	-0.1	3	99	2	1
O=C(Cc1ccccc1Cl)Nc1ccc(S(=O)(=O)Nc2nccs2)cc1	6	-1.5	6	7	0.1	7	94	-4	7
COc1ccc2cc(C#N)c(N3CCN(C(=O)c4ccccc4C)CC3)nc2c1	-1	-6.1	2	2	0.1	-2	122	0	5
Cc1ccccc1C(=O)N1CCC(C(=O)Nc2cccc(S(=O)(=O)N3CCCCC3)c2)CC1	-5	nt	nt	nt	0.3	-1	110	-6	0
CSc1ncc(OCc2ccccc2)c(=O)[nH]1	0	nt	-11	-2	0.1	-6	102	6	-1
Cc1cc(C(=O)Nc2ncn(Cc3ccc(F)cc3)n2)ccc1[N+](=O)[O-]	2	-0.4	-3	1	0.0	-12	105	4	3
C=CCNC(=O)CN1N=C(c2ccc(C)cc2)CCC1=O	2	0.4	6	1	0.0	18	119	5	5
O=C(CSc1nc(-c2cccs2)cc(C(F)(F)F)n1)Nc1cc(OCC(F)(F)C(F)F)cc([N+](=O)[O-])c1	-13	-2.0	-10	-12	-0.6	12	95	-1	-2
O=C(/C=C\c1cccs1)c1c(O)ccc2ccc(=O)oc12	10	1.8	-2	0	0.0	12	101	4	5
COc1cc2cc(C(=O)Nc3ccccc3)c(N)nc2cc1OC	9	0.8	-4	1	0.0	-6	102	10	7
Cn1cnnc1SCC(=O)NC(=O)NCc1ccccc1	2	nt	nt	nt	-0.1	0	82	4	2
Oc1ccccc1-c1nnc(SCCN2CCOCC2)n1Cc1ccccc1	27	-0.3	12	0	-0.1	13	97	3	-2
O=C(/C=C/c1ccco1)NC(=S)Nc1nc(-c2ccc(Cl)cc2)cs1	7	1.8	8	-4	0.0	10	95	4	5
Cc1c(C(=O)Nc2cccnc2)oc2ccc(Br)cc12	-5	-0.3	-11	-8	0.0	1	97	1	0
Cc1ccc(N2C(=O)NC(C(F)(F)F)(C(F)(F)F)C3=C2CC(C)(C)CC3=O)cc1	-9	2.7	1	1	-4.3	-17	95	-1	-2
Cc1cccc(NC(=O)/C(C#N)=C\c2cc(C)n(-c3ccc(C(=O)O)cc3)c2C)c1	9	-3.5	-8	1	-0.1	0	115	6	6
COc1ccccc1N1CCN(S(=O)(=O)CCNC(=O)C2CC2)CC1	-2	1.1	9	7	0.0	13	106	-6	4
CCN(C(=O)c1coc(=O)c(Br)c1)c1ccc2c(c1)OCO2	62*	-12	-1	3	0.1	-13	104	18	58*
COCCCNC(=O)c1ccc(CN2CCc3ccccc3C2)cc1	-2	1.8	0	2	0.0	2	85	5	-4

Remaining list, next part.
smiles	MCL1 BIM primary	MEX-5 binding	EBNA-1 inh	Fam108B counter	Efflux pump mplx	ZTA DNA inh	Yeast superoxide	GLD-1 RNA inh	BCLXL inh
CC(=O)NC1CC2CCCC(C1)N2C(=O)Nc1ccc(Cl)c(C(F)(F)F)c1 (stereo not given)	2	-1.3	4	-3	-0.2	-9	94	0	5
O=C1CCC(C(=O)OC(C(=O)c2c[nH]c3ccccc23)c2ccccc2)=NN1 (stereo not given)	7	-0.1	-4	3	0.1	-19	80	3	6
CCNC(=S)N(Cc1c(C)noc1C)c1ccccc1	3	-1.3	-6	0	0.1	6	105	2	-1
Cc1nc(Nc2ccc3c(c2)OCO3)c2oc3ccccc3c2n1	6	-9.2	-1	5	0.0	-11	86	3	10
CCn1c(C(=O)N2CCc3ccccc3C2)cc2sccc21	6	2.4	4	0	0.1	8	98	3	5
Cc1ccc(NC(=O)c2cccs2)cc1NC(=O)c1cccnc1	13	3.9	2	3	0.0	-6	104	5	4
Cc1cc(CN2CCN(CCC#N)CC2)c(O)c(C2(C)CCCCC2)c1	-1	-1.0	-5	4	0.1	-3	103	0	2
Cc1nc(NC(=O)CSc2nc3cccnc3n2C2CCCCC2)sc1C	-4	1.9	-8	-4	0.1	-7	104	-9	-1
O=C1CCC(C(=O)Nc2ccc(OC(F)F)cc2)N1 (stereo not given)	3	0.3	-1	5	-0.1	-12	104	-2	0
COc1cc(OC)cc(C(=O)Nc2ccc(N3CCOCC3)cc2N2CCOCC2)c1	4	nt	nt	nt	0.2	-11	109	0	2
Cc1csc(NC(=O)CCCSc2nc3ccccc3s2)n1	1	1.3	5	1	-0.1	-6	96	2	5
Cc1ccc2nnn(Cc3cccc(C(C)(C)C)c3O)c2c1	0	0.9	0	-1	0.0	-5	102	-2	0
Oc1ccc(N2CCN(Cc3c(-c4ccccc4)nc4ccccn34)CC2)cc1	27	-3.2	3	2	-0.3	10	97	6	23
Cc1ccc(C(C)C)cc1NC(=O)Nc1ccc([N+](=O)[O-])cc1	-4	-2.0	4	-31	-0.2	18	111	4	-8
COC(=O)CCc1c(C)c(C(=O)c2cc(F)c(F)c(F)c2F)c2ccccn12	4	-1.0	-1	0	-0.2	7	100	7	-2
CSc1ccc(NC(=O)NCc2cccnc2)cc1	5	1.7	-9	1	-0.2	-15	105	-8	6
CC(C)OCC(O)Cn1c(N2CCCC2)nc2c1c(=O)[nH]c(=O)n2C (stereo not given)	6	0.9	-5	-2	-0.1	-4	105	11	3
